ERAP1 HTS inh: blocks human ERAP1 aminopeptidase activity; Q9NZ08; recombinant ERAP1, Leu-AMC fluorescence, 60 min; inhibition, % at 10.7 µM; 340,000 compounds, 0.15% hits; AID 652197;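 active = mean replicate inhibition of at least 30%, or all replicates individually reaching that 30% level; inactive = mean below 30% and not every replicate reaching it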;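 also: 0% = neutral control wells and 100% = L-leucinethiol positive control wells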
E-selectin induc: induces E-selectin expression in human endothelial cells. P16581. HUVEC E-selectin immunofluorescence imaging; normalized: neutral wells 0, TNF-alpha wells 100. activation, % at 7.58 µM. 260,000 compounds, 0.37% hits;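 active = mean E-selectin-positive cell signal at least 10% of the positive control, reached in at least 60% of replicates, without over 20% cell loss; inconclusive = no rule given, readout overlaps actives, possibly toxicity-flagged; inactive = the rest, including those meeting only one limit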;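 also: in these data hits start at about 27%; measured in HUVEC primary endothelial cells; signal is the percent of cells scored E-selectin positive by PE staining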
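Read-out: % PE-positive cells | Test system: HUVEC | Doses: One compound dose added by pin transfer | Buffer or medium: EGM-2 over gelatin coat | Signal: Immunofluorescence imaging | Benchmarks: TNF-alpha, DMSO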
Cneo AK release: causes C. neoformans cell lysis. lysis activity, % at 15 µM. 360,000 compounds, 0.2% hits. adenylate kinase release luminescence, 4 h; normalised: neutral wells 0, clomiphene wells 100. AID 651654;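 active = mean lysis activity across replicates of at least 80%, whatever share of replicates individually reach that level; inactive = mean lysis activity below 80%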
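Material – Cryptococcus neoformans yeast cells · Quantity – 5 × 10^6 yeast cells/mL · Buffer or medium – YPD medium · Compound – single dose · Timing – 4 h static compound exposure, 37 °C, read 1 h post-reagent · Signal – adenylate kinase release luminescence · Read-out basis – lysis from increased AK signal · Benchmarks – Clomiphene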
miR-122 sensor: blocks miR-122 activity in Huh7 sensor cells. 340,000 compounds, 0.3% hits. activation (reporter increase), % at 12.5 µM. Huh7 miR-122 Renilla luciferase sensor, 48 h; neutral wells = 0, positive control = 100;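 active = mean replicate activation score at least 90 and every replicate individually at or above 90; inconclusive = only one of the two criteria met; inactive = neither criterion met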;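 also: higher luciferase means less miR-122 activity so hits act as miR-122 inhibitors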
RAD52 anneal inh: RAD52 (human) annealing inhibition; P43351; AID 651710; recombinant RAD52 DNA annealing, FRET fluorescence; inhibition, % at 18.7 µM; 360,000 compounds, 0.46% hits;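 active = every replicate showing at least 50% inhibition; inconclusive = mean inhibition at least 50% but not in every replicate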
RAD54 inh: RAD54 (human) branch migration inhibition; Q92698; RAD54 Holliday junction branch migration, FAM/BHQ fluorescence; inhibition, % at 10.4 µM; 360,000 compounds, 0.14% hits; AID 602329;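 active = mean normalized replicate activity at least 40 and at least half of replicates scoring 40 or more; inconclusive = only one of the two criteria met; inactive = mean below 40 and under half of replicates reaching 40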;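 also: 0% = median of neutral control wells and 100% = median of positive control wells; inhibitors cause a drop in the FAM fluorescence signal; in these data hits start at about 50%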
Target sequence (Q92698 whole entry, looked up): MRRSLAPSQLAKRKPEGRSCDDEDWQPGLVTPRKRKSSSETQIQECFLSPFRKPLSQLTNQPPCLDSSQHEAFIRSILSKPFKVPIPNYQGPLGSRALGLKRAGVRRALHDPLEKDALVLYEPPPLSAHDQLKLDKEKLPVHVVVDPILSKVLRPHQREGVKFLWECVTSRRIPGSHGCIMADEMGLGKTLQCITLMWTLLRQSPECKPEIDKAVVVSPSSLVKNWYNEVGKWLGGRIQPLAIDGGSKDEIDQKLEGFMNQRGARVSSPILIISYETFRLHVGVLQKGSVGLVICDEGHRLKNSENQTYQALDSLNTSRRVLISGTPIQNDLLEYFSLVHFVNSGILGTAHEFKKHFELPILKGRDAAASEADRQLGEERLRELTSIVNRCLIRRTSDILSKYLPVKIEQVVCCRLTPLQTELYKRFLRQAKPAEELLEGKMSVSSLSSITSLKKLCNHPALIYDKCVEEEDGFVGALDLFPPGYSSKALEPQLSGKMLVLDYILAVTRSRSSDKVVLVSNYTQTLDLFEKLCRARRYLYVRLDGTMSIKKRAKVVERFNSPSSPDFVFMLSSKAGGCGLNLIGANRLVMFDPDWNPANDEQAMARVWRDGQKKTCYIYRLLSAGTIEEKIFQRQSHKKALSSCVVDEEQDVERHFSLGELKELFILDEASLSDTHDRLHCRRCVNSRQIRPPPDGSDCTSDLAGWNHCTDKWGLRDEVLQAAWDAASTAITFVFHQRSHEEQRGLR
PGC1a acetyl inh: lowers PGC1a acetylation signal in U2OS cells; AlphaScreen anti-acetyl-lysine; with virally co-expressed GCN5 acetyltransferase; inhibition, % at 15.6 µM; 350,000 compounds, 0.17% hits; AID 651687;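 active = every replicate shows inhibition of at least 40%; inconclusive = mean inhibition at least 40% but some replicate below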;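 also: 0% = neutral control wells and 100% = positive control wells; some results beyond the cut were filed as inactive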
PglD DTNB: blocks C. jejuni PglD acetyltransferase activity; purified PglD enzyme, DTNB colorimetric CoA detection; inhibition, % at 12.5 µM; 360,000 compounds, 0.098% hits; AID 602405; in the data active = inhibition above about 16%, passing the limit was not always enough; inconclusive = no clear call, values can overlap the other calls; also: strong numbers were not always called active
Active calls of the source: *; ? = inconclusive; . = no result given; & = joins results of further samples; [ ] = another dose, or the depositor's remark.

Sequence of screens – ERAP1 HTS inh, E-selectin induc, Cneo AK release, miR-122 sensor, RAD52 anneal inh, RAD54 inh, PGC1a acetyl inh, PglD DTNB
C[C@@H]1CN([C@H](C)CO)C(=O)c2cccc(NC(=O)C3CCOCC3)c2O[C@@H]1CN(C)S(=O)(=O)c1ccc(F)cc1
    0, -0.1, 1, 0[16.7 µM], 4, -1, 0, -3
CCc1nc(-c2ccccc2)cc(=O)[nH]1
    12, ., 0, 10, -9, 6, -15, 1
CCOC(=O)CN1C(=O)S/C(=C/c2ccc(N3CCCCC3)o2)C1=O
    ., ., -1, 1, ., -7, 10, -8
CCOC(=O)N1CCC(NC(=O)c2cc(S(=O)(=O)N3CCc4ccccc43)cn2C)CC1
    ., ., -2, -14, ., 7, 5, -4
Cc1ccc(C(=O)NCc2nnc3c(C(F)(F)F)cc(Cl)cn23)o1
    2, ., -1, -3, -3, 15, 5, -3
COc1ccc(C(=O)c2cnc[nH]2)cc1OC
    0, 0.4, 1, -3, -11, -1, 1, -12
COc1ccccc1CC(=O)NNS(=O)(=O)c1ccccc1[N+](=O)[O-]
    13, ., ., -5, -10, ., 2, .
Cn1c(SCC(=O)c2c(N)n(C)c(=O)n(C)c2=O)nnc1-c1ccccc1
    ., ., -1, -5, ., 2, 3, -18
CC(=O)c1sc(NC(=O)c2ccc(C)cc2)nc1C
    ., ., 3, -6, ., 4, -9, -16
Clc1ccc(Cn2nnc3ccccc32)cc1
    -2, ., 0, 55, -7, 1, 3, 8
COc1ccc(C(=O)c2cnc3ccccc3c2-c2ccccc2)cc1
    ., ., -1, 13, ., 7, 8, 5
CC(C)CCNC(=O)C(C)N(Cc1ccc(F)cc1)C(=O)c1ccc(CN2CCOCC2)o1 (stereo not given)
    7, 1.3, ., ., -8, ., 7, .
COc1ccc(CCn2c(C)cc3c(c2=O)C(c2ccncc2)C(C#N)=C(N)O3)cc1OC (stereo not given)
    ., ., -2&2, 0, ., -11&-6, 1, -1&1
CCC(=O)Nc1ccc2c(c1)C(=O)N(C)[C@@H]1CC[C@H](CC(=O)NCc3ccccc3)O[C@@H]1CO2
    -1, 0.1, 1, 6[16.7 µM], 6, -2, -8, -2
CC(C)n1c(O)c(N=Nc2ccc(Cl)nn2)c2ccccc21
    ., ., 2, -1, ., -9, -1, 0
Cc1ccc(S(=O)(=O)N2CCCCC2CCNC(=O)C(=O)NCc2ccccc2)cc1 (stereo not given)
    -1, ., 6, ., -7, 8, ., 6
Cc1nc(Cl)c2c(n1)N(CC(N)=O)C(=O)CO2
    0, 0.0, -4, -4, -11, 0, 12, 5
O=C(Cc1ccc(NC(=O)C2CCCN(C(=O)c3ccccc3)C2)cc1)Nc1ccc(C(=O)N2CCOCC2)cc1 (stereo not given)
    -5, -0.1, 1, -2, 4, 2, 1, -1
COC(=O)Cn1ncc2c3ccccc3n(C)c2c1=O
    ., ., 2, -6, ., -6, 0, -5
Nc1nc(SCC(=O)Nc2ccc(Cl)cc2C(F)(F)F)n[nH]1
    2, ., -2, -9, -13, 2, 5, -2
CC(=O)c1ccc(NC(=S)N2CCN(CCN3C(=O)c4cccc5cccc(c45)C3=O)CC2)cc1
    -2, 0.6, 0, 4, -10, -6, 3, 0
CCOC(=O)c1sc(NC(C)=O)c(C(=O)OCC)c1C
    -2, ., -1, -6, -3, -9, -17, -1
COc1ccc(-c2noc(CCCC(=O)NC3CCCCC3)n2)cc1OC
    -5, -0.2, 1, -2, -17, -4, -34, 0
c1ccc(-c2ncnc3cc4n(c23)CCC4)cc1
    ., ., -1, -11, ., 0, -5, -1
Cc1ccccc1OCC(=O)OCC(=O)NCCc1ccccc1
    0, -0.2, 0, -2, -19, 13, -3, 0
COc1ccccc1NC(=O)/C(C#N)=C/c1cccnc1
    4, 4.0, 5, ., -23, -5, ., -2
COc1ccc(C(=O)CCC(=O)NCCc2c[nH]c3ccccc23)cc1
    2, 0.0, 0, 0, -90, -9, 4, -6
O=C1C=C(c2ccc(C(=O)O)cc2)C[C@@H](c2ccc(Cl)cc2)C1
    2, 0.2, 1, 1, -8, -9, 12, 3
CN(CCOc1ccc(Cl)cc1)C(=O)c1cc([N+](=O)[O-])ccc1N1CCOCC1
    2, ., 1, 2, 1, -10, -12, -3
COc1ccc(N(CC(=O)Nc2cccc(C)c2)S(=O)(=O)c2ccc(C)cc2)cc1OC
    2, ., 5, -5, -3, -11, -4, 7
COc1ccc(NS(=O)(=O)c2cc(NC(=O)Cc3c(F)cccc3Cl)ccc2OC)cc1
    0, -0.3, -1, ?, -15, 18, -8, 1
O=C(Nc1ccccc1F)N[C@H]1CC[C@@H](CCNC(=O)C2CCCC2)O[C@H]1CO
    0, 0.1, 2, -14[16.7 µM], -3, 4, 0, 1
C[C@H](CO)N1C[C@H](C)[C@H](CN(C)S(C)(=O)=O)OCc2cnnn2CCCC1=O
    -2, -1.3, -1&-2, -1, -1&4, -3&-2, 11, 2&-3
Cc1ccccc1CN1C(=O)/C(=C\c2ccc(C(=O)NCCN3CCOCC3)cc2)Sc2ccccc21
    4, ., 1, -1, -29, 4, -13, -9
CN1C(=O)c2cc(NS(C)(=O)=O)ccc2OC[C@H]2O[C@@H](CC(=O)NC3CCCCC3)CC[C@@H]21
    -3, 0.0, 2, ., 2, 3, ., -1
COc1ccc(CNC(=O)C[C@H]2C[C@H]3c4cc(NC(=O)C5CCC5)ccc4O[C@H]3[C@@H](CO)O2)cc1
    4, -0.2, 4, 15[16.7 µM], 0, -6, -25, 6
O=C(C1=C(O)C(=O)N(CC2CCCO2)C1c1cccc(O)c1)c1ccco1 (stereo not given)
    4, 0.1, ., 1, -5, ., 0, .
CC(C)(C)c1ccc(C(=O)N2CCC2(C)C(=O)NCc2ccc3c(c2)OCO3)cc1 (stereo not given)
    1, -0.5, -1, -3, -10, -5, -5, 0
C[C@H](CO)N1C[C@H](C)[C@@H](CN(C)C(=O)Nc2cccc3ccccc23)OCCCC[C@H](C)Oc2ccc(N(C)C)cc2C1=O
    -2, -0.3, -2, -7[16.7 µM], 49, 0, -50, -4
COc1cccc(-c2ccc3c(c2)[C@H]2[C@H](CCN2S(=O)(=O)c2ccccc2OC)[C@@H](CO)N3C)c1
    2, -0.5, -7, 3[16.7 µM], -8, 2, -8, 0
CC(C)OP(=O)(OC(C)C)C(Nc1ccccc1)c1cccnc1 (stereo not given)
    0, 3.0, 0, -4, -6, 0, ., 0
O=S1(=O)CCOC[C@H](CC2CCCCC2)N1Cc1cccc(F)c1
    -10, -0.1, 1, -1, -11, 6, -37, 2
Cc1ccc2oc(C(=O)NC3CCS(=O)(=O)C3)c(C)c2c1 (stereo not given)
    0, -0.1, 0, 0, -18, -1, 4, -1
COc1ccc(S(=O)(=O)N(C)C[C@H]2OCc3cnnn3CCCC(=O)N([C@@H](C)CO)C[C@@H]2C)cc1
    -3, 0.6, -2, 58[16.7 µM], 11, -3, -2, -1
CC(=O)N1CC(=O)N2[C@H](C1)[C@@H](c1ccc(-c3cccc(C(=O)N(C)C)c3)cc1)[C@@H]2CO
    -1, -0.4, ., ., 0, ., -4, .
CCCCN(C)C(=O)c1nc2ccccn2c1CN1CCC[C@H]1C(=O)OC
    -1, -0.3, 0, -1, -8, 1, 0, 4
CC(C)NC(=O)N(C)C[C@H]1Oc2cc(C#C[C@@H](C)O)ccc2S(=O)(=O)N([C@H](C)CO)C[C@H]1C
    -1, 0.7, 10, 3[16.7 µM], -7, -4, 1, 0
Cc1ccc2nccc(C(=O)N3CCCC(N4CCN(c5ccc(F)cc5)CC4)C3)c2c1 (stereo not given)
    -1, 0.1, 5, ., -19, -6, 8, -3
O=C(NC(Sc1ccc(Cl)cc1)C(=O)O)c1ccccc1 (stereo not given)
    -3, -0.1, 3, ., -18, 1, ., 1
CCC(=O)Nc1ccc(C(=O)COC(=O)c2sc(C)nc2C)cc1
    1, 1.0, 1, ., -7, -4, -63, -4
CN1C(=O)c2cc(NC(=O)c3cccs3)ccc2OC[C@@H]2O[C@@H](CC(=O)NCC(F)(F)F)CC[C@@H]21
    2, 0.1, 1, 25[16.7 µM], -3, -7, -2, 1
NC(=O)CC(NC(=O)Cc1ccc(Cl)cc1)c1ccc(NC2CCCC2)c([N+](=O)[O-])c1 (stereo not given)
    1, -0.2, -1, -4, -36, -17, ., 2
CC1=NN(c2ccccc2)C(=O)/C1=C\c1ccc(Oc2ccc([N+](=O)[O-])cc2[N+](=O)[O-])cc1
    5, ., ., 8, -9, ., 3, .
Cc1ccc(S(=O)(=O)N(C)C[C@H]2Oc3ncc(C#CC4(O)CCCC4)cc3C(=O)N([C@H](C)CO)C[C@@H]2C)cc1
    8, -0.5, 51, 2[16.7 µM], 8, 5, 0, -1
COc1cc(NC(=O)CSc2ncnc3sc4c(c23)CCCC4)c(C(=O)O)cc1OC
    -3, ., -1, ., -16, -1, ., -3
CCc1nnc(NC(=O)CCC(=O)N2CCN(C3CCCCC3)CC2)s1
    0, ., 0, 0, -8, -3, 13, -4
COc1ccc(S(=O)(=O)N2CCOCC2)cc1Cl
    ., ., 3, ., ., -9, 1, -4
CCN1CCN(C(=O)CCCCCn2c(=O)[nH]c3cc(C(=O)OC)ccc3c2=O)CC1
    ., ., -1, -7, ., 21, -6, 0
COc1ccc(N2CCN(C(=O)c3ccc(COc4ccc([N+](=O)[O-])cc4)o3)CC2)cc1
    1, -1.0, 13, ., -16, -5, ., -4
COc1cc(/C=C/c2cc[n+](C)cc2)ccc1OCC(=O)Nc1ccccc1
    11, 0.5, 4, ., 37, 4, ., -1

More entries
Sequence of screens – ERAP1 HTS inh, E-selectin induc, Cneo AK release, miR-122 sensor, RAD52 anneal inh, RAD54 inh, PGC1a acetyl inh, PglD DTNB
CN(Cc1cnn(C)c1)C(=O)C1CCCCC1C(=O)O (stereo not given)
    ., ., 2, -2, ., 6, -7, -3
Cc1ccc(C(=O)c2oc3ccccc3c2N)cc1
    ., ., -3, -1, ., -12, -6, -3
Cc1c(NC(=O)Nc2cccc(Cl)c2)c(=O)n(-c2ccccc2)n1C
    ., ., -1, -1, ., 5, -1, 1
CC1(C2CC2)NC(=O)N(CC(=O)N2CCN(c3ccccc3)CC2)C1=O (stereo not given)
    1, -0.5, 2, 0, -4, -2, 12, -4
Cc1noc(C)c1S(=O)(=O)N(C)C[C@H]1OCCCC[C@@H](C)Oc2ccc(NC(=O)C3CCCCC3)cc2C(=O)N([C@@H](C)CO)C[C@H]1C
    -3, 0.1, 0, 0[16.7 µM], -13, 2, 0, 0
COC(=O)CCC(NC(=O)c1cc(C)oc1C)C(=O)OC (stereo not given)
    ., ., -6, -5, ., -18, 2, -3
O=C(NCCc1ccc(Cl)cc1)c1ccc(=O)[nH]c1
    -4, 1.5, -1, -3, -11, -3, -12, 14
O=C1C(=Cc2ccncc2)CCCc2ccccc21
    5, ., -2, -15, 1, 5, 12, -1
COCC(=O)N(C)C[C@@H]1Oc2cc(C#CCC(C)C)ccc2S(=O)(=O)N([C@@H](C)CO)C[C@H]1C
    -1, 0.0, -1, 0[16.7 µM], 0, 1, 4, 5
COc1cc(C(=O)NC(CCSC)C(=O)Nc2ccc(N3CCOCC3)cc2)cc(OC)c1OC (stereo not given)
    -1, 0.0, -1, 11, -9, 1, 3, 5
CC(=O)N1CCc2c(sc(NC(=O)C3CCN(S(=O)(=O)c4cccs4)CC3)c2C(N)=O)C1
    1, ., -1, -1, -128, -9, ., 3
O=S1c2ccccc2Nc2ccccc21
    0, 0.1, 0, -2, 0, -10, ., -5

Assay outcomes as filed in PubChem.
